# Screening results deposited in PubChem BioAssay by National Center for Advancing Translational Sciences (NCATS).
# Lipid storage S3: qHTS Assay for Lipid Storage Modulators in Drosophila S3 Cells | Drosophila S3 cells, BODIPY lipid droplet fluorescence, 18-24 h; cells fed with added oleic acid | lipid storage change, negative = inhibition, % at the top dose, mostly 46.1 µM; hits show Potency in µM | 0.64% of 320,000 active | AID 2685; active means well fitted inhibition curve with a large enough effect in the signal ratio, with a control signal flat, not every such curve was filed as active; inconclusive means small, poorly fitted or top-dose-only effect, or effect the other way, or a change in a side signal; the % refers to the signal ratio
#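 Drosophila S3 cells loaded with oleic acid (400 uM, as added) and compounds at several concentrations; lipid droplets imaged by 488-nm laser-scanning cytometry, 500–530 nm intensity and object ratio to cell channel. Percent activity normalized to 20 uM Triacsin C.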
# Lipid storage S3 cell count max: also measured in Lipid storage S3; calls as there; cell number change, %; measured here: cell count max response;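 cells counted by Cell Tracker Red CMTPX staining in the red channel; peak over a dose series mostly up to 46.1 µM; percent activity relative to internal control wells on each plate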
# Starred values were filed as active, the others as inactive; i = inactive; ? = inconclusive; . = not tested or not shown; [ ] = remark or other dose. On the % scale 0 is the no-effect control and ±100 the full control effect; potency means the concentration at half of the fitted maximal effect. Only part of the results is shown (hit frequency here may not be typical).
SMILES	Lipid storage S3	Lipid storage S3 cell count max
O=c1[nH]c(=S)[nH]nc1Cc1ccc(Cl)c(Cl)c1	-21%	.
COC(=O)c1cc(COC(=O)c2nc3nc(C)cc(C)n3n2)oc1C	14%	-2
COc1ccc(CCC(=O)Nc2cnc3ccccc3c2)cc1	-12%	-8
COC(=O)c1ccccc1NC(=O)CSc1nnc(Cc2ccc(Cl)cc2)o1	?	.
Cc1ccc(-n2cc3c(=O)n(C)c(=O)n(C)c3c2)cc1C	16%	-6
COc1ccccc1/C=C(/C(=O)OCC(N)=O)c1ccccc1	?	.
CCCNS(=O)(=O)/C=C/c1ccccc1	22%	.
O=c1c(OC2OC(CO)C(O)C(O)C2OC2OC(CO)C(O)C(O)C2O)c(-c2ccc(O)cc2)oc2cc(O)cc(O)c12 (centres undefined)	-3%	-8
CCOC(=O)c1[nH]c2ccccc2c1NC(=O)C1CCCCC1	-8%	-22
CCCN(c1ccc(OCC)cc1)S(=O)(=O)c1ccc2c(c1)CCN2C(=O)CCC(=O)O	-7%	0
CCC(=O)c1ccc(OCC(=O)OCC(=O)N(C)CC(=O)Nc2ccc(F)cc2)cc1	?	.
O=C(NCCc1ccc(Cl)cc1)c1cnccn1	-3%	5
NS(=O)(=O)c1ccc(CNS(=O)(=O)c2cc(C(=O)O)ccc2Cl)cc1	?	.
COc1cccc(N2CCN(C(=O)c3ccc(CSc4nc5ccncc5[nH]4)cc3)CC2)c1	?	.
CC(C)(C)n1cnc(C(N)=O)c1N	?	.
CN=C(C)c1c(O)c2ccccc2oc1=O	?	.
COc1cc2oc(=O)ccc2cc1[C@H](O)[C@@H](O)C(C)(C)O	?	.
c1csc(C2=Nn3c(nnc3-c3ccncc3)SC2)c1	-12%	-12
CC(/C=N\NC(=O)c1ccc(C)nc1)=C\c1ccccc1	19%	21
Cc1csc(=Nc2ccccc2)n1C	?	.

# Next part
SMILES	Lipid storage S3	Lipid storage S3 cell count max
O=C(CNC(=S)NC(=O)c1ccc(Cl)cc1)c1ccccc1	?	.
CCCCSc1nnc(-c2cc3c(C(F)(F)F)nn(C)c3s2)n1C	-6%	7
CCCc1n(CC(O)COC2CCCCC2)c2ccccc2[n+]1C (centres undefined)	-9%	0
COc1ccc(OC)c(S(=O)(=O)Nc2cc3c4c(c2)C(C)C(=O)N4CCC3)c1 (centres undefined)	?	.
CCc1ccc(-c2nc(CS(=O)CC(=O)NC3CC3)c(C)o2)cc1 (centres undefined)	?	.
CNC(=O)C1C2C=CC3(O2)C1C(=O)N(CCOC)C3C(=O)NCc1ccc(OC)cc1 (centres undefined)	-2%	3
O=C(OCc1cc(Cl)ccc1OC(F)F)c1ccc([N+](=O)[O-])o1	?	.
CC(=O)N(CC1CCCO1)c1nnc(-c2ccccn2)s1 (centres undefined)	11%	28
O=C(NCCc1ccco1)C(=O)NCC1OCCCN1S(=O)(=O)c1cc(F)ccc1F (centres undefined)	?	.
O=C(Nc1ccccc1C(=O)N1CCCCC1)c1cc(F)c(F)cc1Cl	?	.
COCCn1c(=NC(=O)C(C)(C)C)sc2cc([N+](=O)[O-])ccc21	-16%	-4
Cc1ccnc(NC(=O)CNC(=O)c2sc3ccccc3c2Cl)c1	?	.
O=C(CCCSc1nnnn1-c1cccc2ccccc12)c1ccc(F)cc1	-17%	-27
CC(=O)Oc1ccc(-c2cccc(C(=O)N(C)c3ccc(O)cc3)c2)cc1	?	.
CC(=O)c1c(O)cc(O)c(C(C)=O)c1O	?	.
NC(=O)C1CCN(CC(=O)Nc2ccccc2C(=O)NC2CC2)CC1	11%	17
O=C(OCCNC(=O)c1ccc2ccccc2n1)c1ccc(F)cc1	1%	-3
CC(NC(=O)c1ccccc1)C(=O)NC1=NCCS1 (centres undefined)	-14%	-4
O=C(Cc1ccc(N2CCNC2=O)cc1)N1CCCC(Nc2ccc(F)c(F)c2)C1 (centres undefined)	-5%	-6
Cc1ccc(NC(=O)c2c(F)cccc2Cl)cc1S(=O)(=O)N1CCOCC1	?	.

# A different layout for 6 compounds above.
# Screens in order: Lipid storage S3, Lipid storage S3 cell count max
CCCCSc1nnc(-c2cc3c(C(F)(F)F)nn(C)c3s2)n1C
 : -6%, 7
O=C(CNC(=S)NC(=O)c1ccc(Cl)cc1)c1ccccc1
 : ?, .
O=C(OCc1cc(Cl)ccc1OC(F)F)c1ccc([N+](=O)[O-])o1
 : ?, .
CNC(=O)C1C2C=CC3(O2)C1C(=O)N(CCOC)C3C(=O)NCc1ccc(OC)cc1 (centres undefined)
 : -2%, 3
Cc1ccnc(NC(=O)CNC(=O)c2sc3ccccc3c2Cl)c1
 : ?, .
CC(=O)N(CC1CCCO1)c1nnc(-c2ccccn2)s1 (centres undefined)
 : 11%, 28

# The list goes on.
SMILES	Lipid storage S3	Lipid storage S3 cell count max
O=C(CN1CCC(C(=O)c2ccc(F)cc2)CC1)Nc1ccc(F)cc1	-22%	-11
Cc1cc(C)c2c(CC(=O)N(CCC#N)Cc3cccnc3)coc2c1	?	.
CCCn1c(O)c(N=NC(=O)CNC(=O)c2ccncc2)c2ccccc21	?	.
COC(=O)c1ccc(NC(=O)C[n+]2ccccc2)cc1	?	.
Cc1cc(NC(=O)CSc2nnc(Cc3ccccc3)n2C)no1	8%	17
CCc1ccc(C(=O)NNC(=O)c2cccc(S(=O)(=O)N3CCN(C)CC3)c2)cc1	?	.
O=C(NCCOc1ccccc1F)C1CC(=O)N(c2ccc3c(c2)OCCO3)C1 (centres undefined)	?	.
CC(C)Oc1ccc(/C=C(\NC(=O)/C=C/c2ccco2)C(=O)NCCc2nc3ccccc3[nH]2)cc1	-17%	-2
O=C(N/N=C\c1ccc([N+](=O)[O-])s1)C1COc2ccccc2O1 (centres undefined)	?	.
S=C(S)N1CCCC1	-4%	-9
CC1CCN(C(=O)c2ccc(S(=O)(=O)Cc3cccc(F)c3)c([N+](=O)[O-])c2)CC1	-2%	8
Cc1cc(NC(=O)CSc2nnc(-c3ccncc3)n2N)ccc1Br	19%	-2
Cn1cc(C=O)c(-c2ccc3c(c2)OCCCO3)n1	i	7
CC(C)OC(=O)CC1C(=O)NCCN1C(=S)NC(=O)c1ccccc1Cl (centres undefined)	-5%	-7
CCn1c(SC)nnc1-c1nn(-c2ccccc2)ccc1=O	?	.
O=C(Nc1ccc(N2CCN(C(=O)c3ccc(Cl)cc3)CC2)cc1)c1ccc(Br)o1	?	.
O=C1C(=O)N(CCCO)C(c2ccccc2)/C1=C(\O)c1ccc(Br)cc1 (centres undefined)	9%	14
C(=N\NC1=NCCN1)/c1ccncc1	2%	17
CCCC(=O)N1CCN(c2ccc(NC(=O)C(C)(C)C)cc2Cl)CC1	?	.
Cc1c(C(=O)O)c(-c2ccccc2)nn1-c1ccccc1	i	-2

# Quoted from the listing.
# Lipid storage S3 with `Cc1cc(NC(=O)CSc2nnc(Cc3ccccc3)n2C)no1` is entered as 8%
# Lipid storage S3 with `CC(C)OC(=O)CC1C(=O)NCCN1C(=S)NC(=O)c1ccccc1Cl` (centres undefined) is entered as -5%

# New compounds follow:
SMILES	Lipid storage S3	Lipid storage S3 cell count max
COc1cc(/C=C2/SC(=S)N(c3c(C)n(C)n(-c4ccccc4)c3=O)C2=O)ccc1O	?	.
O=C(Nc1c[nH]c2c(Cl)cccc2c1=O)N1CCN(c2ccccn2)CC1	i	13
CCCN[C@@H]1C(=O)N2C(C(=O)OCCC)=C(C)CS[C@H]12	?	.
Cc1ccc(COC(=O)c2cccc(S(=O)(=O)N3CCCCCC3)c2)cc1	?	.
COc1ccc(-n2cnc3c(cnn3CCC#N)c2=N)cc1	-23%	-7
CCc1ccc(C2CC(c3ccc(Cl)cc3)=NNC2=O)cc1 (centres undefined)	?	.
COc1cc(C(=O)NCCC(C)C)ccc1OCc1ccc(Cl)cc1Cl	16%	4
CCOc1cc2[nH]c(=O)n(CCC(=O)NCc3ccc(OC)cc3)c(=O)c2cc1OCC	11%	6
COc1ccc(/C=C2\SC(=O)N(CCNC(=O)CN3C(=O)NC4(CCCC4)C3=O)C2=O)cc1	?	.
CCOc1ccc(S(=O)(=O)NCCSc2ccccc2)cc1	?	.
CC(C)NC(=O)c1ccc2c(c1)N(CC(=O)NC1CCCCC1)C(=O)C(C)(C)O2	-6%	19
Cc1c(NC(=O)Nc2ccc(Cl)c(Cl)c2)c(=O)n(-c2ccccc2)n1C	?	.
CC1CC(C)(C)N(C(=O)CN2C(=O)CCC2=O)c2ccccc21 (centres undefined)	?	.
Cc1cc(NS(=O)(=O)c2c(C(=O)N3CCOCC3)c(C)n(C)c2C)ccc1Br	?	.
O=C(N/N=C/c1cccc(Br)c1)c1ccc(Cn2cc(Br)cn2)o1	?	.
Cc1ccc(S(=O)(=O)Nc2ncccn2)cc1	?	.
O=C1c2ccccc2NC(c2ccc(F)cc2)N1Cc1ccco1 (centres undefined)	-5%	4
COc1ccccc1N1CCN(C(=O)c2oc3ccc(Br)cc3c2C)CC1	?	.
C/C(NC(=O)c1ccccc1)=C1/C(=O)CC2C1C2(C)C (centres undefined)	0%	-25
COc1ccc(-n2nc(C(=O)Nc3ccc4c(c3)OCO4)c3c4ccccc4n(C)c3c2=O)cc1	?	.

# (cont.)
SMILES	Lipid storage S3	Lipid storage S3 cell count max
Cc1ccc(C(=O)OCC(=O)Nc2ccc3[nH]c(=O)[nH]c3c2)o1	?	.
CN1C=CC=C/C1=C(\C#N)c1nc2ccccc2[nH]1	-16%	5
CCOc1ccccc1N1CC(C(=O)Nc2ccccc2CC)CC1=O (centres undefined)	?	.
COc1ccc2nc(NC(=O)CSc3nc4cccnc4n3C)sc2c1	i	.
CC(C)C[C@H]1CN=C(Nc2ccccc2)N1CC1CCCC1	-21%	15
Cc1cc(C)n(C(=O)CNC(=O)c2cccc(F)c2)n1	6%	-2
COc1ccc(CC(=O)NNC(=O)c2c(-c3ccccc3Cl)noc2C)cc1OC	?	.
COc1ccc(C(=O)Nc2c(N)nc(SCC(=O)Nc3ccc(NC(C)=O)cc3)[nH]c2=O)cc1	?	.
CC1(C)NC(=O)N(CC(O)CN(c2ccccc2)S(=O)(=O)c2ccccc2[N+](=O)[O-])C1=O (centres undefined)	?	.
COc1ccc(S(=O)(=O)N(C)CC(=O)Nc2ccc3c(c2)OCCO3)cc1OC	?	.
COc1ccc(/C=C2/SC(=S)N(CCC(=O)N3CCN(C)CC3)C2=O)cc1	?	.
O=C(Cc1ccccc1[N+](=O)[O-])Nc1cccc(S(=O)(=O)NC2=NCCCCC2)c1	?	.
COc1cccc(CN2CC(C(=O)N3CCOCC3)CCC2=O)c1 (centres undefined)	i	-3
Cc1ccc(O)c(-c2cc(C(F)(F)C(F)F)[nH]n2)c1	?	.
O=C(NNS(=O)(=O)c1ccccc1[N+](=O)[O-])c1cccc([N+](=O)[O-])c1	1%	11
Cc1ccc(C(=O)N2CCn3c(C)ccc3C2C)cc1 (centres undefined)	?	.
CC1CCCC(NC(=O)c2ccncc2)C1C (centres undefined)	?	.
CC(=O)c1ccc(Cc2ccccc2)cc1	?	.
COc1ccc(C(=O)Oc2c(CN3CCOCC3)cc(Cl)c3cccnc23)cc1	i	-14
COc1cc(/C=C/c2nc3ccccc3s2)cc(OC)c1O	?	.

# An excerpt of these results, with two lines to a compound:
# The line under a structure holds: Lipid storage S3, Lipid storage S3 cell count max
NS(=O)(=O)c1ccc(CNS(=O)(=O)c2cc(C(=O)O)ccc2Cl)cc1
  ?, .
COc1cccc(N2CCN(C(=O)c3ccc(CSc4nc5ccncc5[nH]4)cc3)CC2)c1
  ?, .
CC(C)(C)n1cnc(C(N)=O)c1N
  ?, .

# The list continues:
SMILES	Lipid storage S3	Lipid storage S3 cell count max
Cc1ccc(C(=O)COC(=O)C(C)N2C(=O)C3C4C=CC(C4)C3C2=O)cc1 (centres undefined)	?	.
Cc1noc(C)c1C(=O)N1CCCC(N2CCN(c3cccc(C(F)(F)F)c3)CC2)C1 (centres undefined)	?	.
Cn1c(SCC2CCCO2)nnc1-c1cccc([N+](=O)[O-])c1 (centres undefined)	-9%	7
CCCCOc1ccc(C(=O)NCC(=O)NC2CCC(C)CC2)cc1 (centres undefined)	?	.
CCOC(=O)C1(Cc2ccc(OC)cc2)CCN(C(=O)c2cc3ccccc3[nH]2)CC1	0%	1
O=C(NCC1CCCO1)/C(=C\c1ccco1)NC(=O)c1ccc(Cl)cc1 (centres undefined)	?	.
O=C(O)c1ccccc1C(=O)OCCCc1ccncc1	?	.
COc1ccc(OC)c(NC(=O)COc2coc(CN3CCCc4ccccc43)cc2=O)c1	-3%[0.0737 µM]	27
CCOC(=O)Nc1ccc(Cc2ccncc2)cc1	1%	-1
Cc1ccc(/C=N\Nc2cn[nH]c(=O)c2Cl)cc1	?	.
CC(=O)NNC(=S)NCCc1ccccc1	6%	6
COC(=O)C1=CN(C)C=C(C(=O)OC)C1c1ccc(Cl)cc1Cl	?	.
CCc1cc(CC)c(/C=N/NC(N)=O)c(CC)c1/C=N/NC(N)=O	3%	26
CCOC(=O)c1c(N)n[nH]c1-c1ccc(OC)cc1	?	.
O=C(NC1CCC(O)CC1)c1cc(-c2ccc(Cl)cc2)nc2ccccc12 (centres undefined)	17%	2
c1ccc(-n2c(Sc3cnccn3)nnc2-c2cccs2)cc1	?	.
CCc1ccccc1NC(=O)c1cc(-c2ccco2)on1	?	.
CCOC(=O)CSc1nnc(CSc2nc3ccccc3s2)n1C	7%	-4
